# Screens from PubChem BioAssay.
# TCR activator: activates T cell receptor signaling | primary human leukocytes, anti-CD3, IL-2 HTRF, 48 h | Potency, µM (highest dose often 9.22 µM), inactives show at the highest dose activation of IL-2 secretion, most hits filed as activators | 330,000 tested, under 10 active; further: % of control where 0% means no effect
#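 IL-2 release read by HTRF sandwich (Eu cryptate donor, d2 acceptor, 665 nm emission) after 48 hr exposure of primary human leukocytes to compound together with anti-CD3 beads in the absence of co-stimulatory signals.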
# S-ASM inh: blocks human secretory acid sphingomyelinase; hit rate 0.006% among 340,000; Potency, µM (top dose mostly 57.5 µM), for inactives: at the top dose activity change, negative = inhibition, hits mostly inhibitors; AID 504937; placental ASM, HMU-PC fluorogenic substrate, 60 min; further: potency means the concentration at half of the fitted maximal effect
# Target sequence (P17405 47-631 limits assumed): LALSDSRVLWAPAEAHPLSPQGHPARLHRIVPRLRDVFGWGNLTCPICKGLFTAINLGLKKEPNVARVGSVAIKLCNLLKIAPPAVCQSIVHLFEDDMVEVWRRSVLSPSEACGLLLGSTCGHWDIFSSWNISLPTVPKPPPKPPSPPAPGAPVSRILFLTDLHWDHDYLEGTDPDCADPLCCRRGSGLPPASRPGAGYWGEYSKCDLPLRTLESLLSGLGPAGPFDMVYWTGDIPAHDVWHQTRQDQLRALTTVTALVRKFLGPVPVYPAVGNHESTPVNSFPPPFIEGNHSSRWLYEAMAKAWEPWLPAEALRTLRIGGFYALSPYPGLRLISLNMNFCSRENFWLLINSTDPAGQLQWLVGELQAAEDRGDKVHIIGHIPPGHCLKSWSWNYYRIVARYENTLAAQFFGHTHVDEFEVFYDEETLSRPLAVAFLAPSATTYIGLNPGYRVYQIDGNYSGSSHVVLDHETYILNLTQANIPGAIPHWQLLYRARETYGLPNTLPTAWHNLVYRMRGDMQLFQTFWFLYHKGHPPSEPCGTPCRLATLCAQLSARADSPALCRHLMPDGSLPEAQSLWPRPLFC
#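 Fluorogenic HMU-PC substrate (9 uM final) is turned over by placental ASM in 60 min at 37 C after a 10 min compound preincubation. Reaction ended by alkaline stop (pH 10), with fluorescence read at 386/447 nm.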
# Eya2 inh: inhibitors of human Eya2 phosphatase activity | recombinant Eya2, OMFP fluorescence dephosphorylation (OMFP is methylfluorescein phosphate) | Potency, µM (series often up to 76.9 µM), for the others: at the highest dose activity, negative = inhibition, hits mostly inhibitors | AID 488837 | hit rate 0.006% among 330,000 | O00167; further: potency means the concentration at half of the fitted maximal effect; on the % scale 0 is the no-effect control and ±100 the full control effect
#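 Eya2 (0.2 uM) preincubated 10 min at ambient with compound, then OMFP substrate added at 50 uM; 10 min reaction in 50 mM HEPES pH 7.5, 50 mM NaCl, 5 uM MgCl2, 0.05% BSA, 1 mM DTT. Fluorescence read at Ex 485/Em 525 nm.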
# Integrin act MD: activates integrin-mediated alleviation for muscular dystrophy; alpha7betagal myoblasts, beta-gal FDG fluorescence, 48 h; Potency, µM (titrated, usually from 38.3 µM), without a hit: top-dose activation, actives largely listed as activators; hit rate 0.064% among 350,000;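 further: potency means the concentration at half of the fitted maximal effect; 100% = response of the positive control SU9516; nearly all actives have a fitted effect of over 60% in size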
#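 Alpha7betagal+/- myoblasts (passage 13) were plated 16-24 hr, then exposed to compounds (1:260 dilution of DMSO stock) for 48 hours at 37C. After MPER lysis, β-galactosidase reporter activity was read as FDG fluorescence (ex 480/em 540) after 30 minutes.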
# Tb PFK inh: T. brucei PFK enzyme inhibition. Potency, µM (top dose mostly 57.5 µM), inactives show at the top dose activity, negative = inhibition, hits mostly inhibitors. AID 485367. T. brucei PFK, ADP-Glo luminescence. hit rate 0.17% among 330,000. O15648;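 further: potency means the concentration at half of the fitted maximal effect; 0% = uninhibited 1x PFK enzyme wells and -100% = no-enzyme wells; nearly all actives have a fitted effect of over 60% in size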
#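 Compounds were pin-transferred as a titration series up to 57 uM into substrate buffer (0.5 mM F6P, 0.1 mM ATP, pH 8.0), then 1.25 nM PFK was added and reactions ran 45 min before ADP-Glo detection.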
# A-T KAP1 phos: candidate therapy for ataxia-telangiectasia; […] A-T fibroblasts, KAP-1 phosphorylation AlphaLISA; neocarzinostatin DNA damage 30 min before lysis; Potency, µM (highest dose often 57.5 µM), for the others: at the top dose activation, most hits filed as activators; hit rate 0.19% among 320,000; further: potency means the concentration at half of the fitted maximal effect; % of control where 0% means no effect; nearly all actives have a fitted effect of over 45% in size
#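 ATM-like activity read as KAP-1 phosphorylation via AlphaLISA donor/acceptor antibody pairs after lysis and 6 hr at 25C. Cells were ATM-null patient fibroblasts ([…], hTERT), dosed 60 min, then exposed to the DSB inducer NCS for 30 min.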
# Mito fusion act: inhibitors of mitochondrial division or activators of mitochondrial fusion; S. cerevisiae fusion-defective mutant growth rescue, CellTiterGlo 48 h; Potency, µM (highest dose often 46.1 µM), without a hit: top-dose growth rescue (activation), actives largely listed as activators; hit rate 0.23% among 320,000;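 further: potency means the concentration at half of the fitted maximal effect; % of control where 0% means no effect; nearly all actives have a fitted effect of over 45% in size; temperature-sensitive fusion mutants such as fzo1-1 at 37 °C on non-fermentable ethanol glycerol medium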
#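 Read-out: ATP-based luminescence (CellTiterGlo, 10 min ambient) reporting growth of fusion-defective ts yeast after 48 hours at 37C on glycerol/ethanol YPEG medium in the presence of compound.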
# Chronic BCR inh: blocks chronic active B-cell receptor signaling; hit rate 0.05% among 340,000; AID 493014; ABC-DLBCL IkBa-CBG/CBR reporter, luminescence ratio, 4 h; Potency, µM (doses to about 46.1 µM), without a hit: at the highest dose ratio change, negative = lower green/red ratio, actives largely listed as inhibitors; active means well fitted inhibition curve with a large enough effect in the signal ratio, with a control signal flat, not every such curve was filed as active; inconclusive means small, poorly fitted or top-dose-only effect, or effect the other way, or a change in a side signal; the % refers to the signal ratio;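 further: potency means the concentration at half of the fitted maximal effect; plate controls were basal doxycycline-induced cells for no effect and cells given 10 µM MG132 for full effect; MG132 reads +100%, hits lower the ratio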
#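 TMD8 human ABC-DLBCL cells with doxycycline-inducible IκBα–green luciferase fusion and unfused red luciferase, in 0.5% FBS medium; compounds up to 46 uM, 4 h at 37C. Green/red luminescence ratio, filter-overlap corrected, fitted to concentration-response curves.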
# ELG1 DNA repair: blocks ELG1-dependent DNA repair in HEK293T cells. HEK293T ELG1-luciferase reporter, luminescence, 16 h; DNA damage induced by 5-fluorouridine. hit rate 2.3% among 330,000. Potency, µM (highest dose often 46.1 µM), for inactives: at the highest dose activity change, negative = inhibition, hits mostly inhibitors; further: potency means the concentration at half of the fitted maximal effect; on the % scale 0 is the no-effect control and ±100 the full control effect; nearly all actives have a fitted effect of over 55% in size
#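 Reporter activity after DNA damage by 5-fluorouridine is monitored. Compound-treated cells incubate 16 hr at 37 °C, then ONE-Glo is added for 30 min before luminescence reading.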
# PTAP TSG101 blk: blocks PTAP/TSG101 interaction to inhibit HIV-1 budding | 340,000 tested, under 10 active | Q99816 | Potency, µM (titrated, usually from 115 µM), without a hit: at the top dose activity change, negative = inhibition, most hits filed as inhibitors | AID 493005 | Fluorescence polarization, FITC-PTAP peptide / Tsg101 binding; active means well fitted inhibition curve with a large enough effect in the main read-out, with a control signal flat, not every such curve was filed as active; inconclusive means small, poorly fitted or top-dose-only effect, or effect the other way, or a change in a side signal; inactive means no such curve, though single readings can be large or run the other way; further: potency means the concentration at half of the fitted maximal effect; % of control where 0% means no effect
# Target sequence (Q99816 whole entry, looked up): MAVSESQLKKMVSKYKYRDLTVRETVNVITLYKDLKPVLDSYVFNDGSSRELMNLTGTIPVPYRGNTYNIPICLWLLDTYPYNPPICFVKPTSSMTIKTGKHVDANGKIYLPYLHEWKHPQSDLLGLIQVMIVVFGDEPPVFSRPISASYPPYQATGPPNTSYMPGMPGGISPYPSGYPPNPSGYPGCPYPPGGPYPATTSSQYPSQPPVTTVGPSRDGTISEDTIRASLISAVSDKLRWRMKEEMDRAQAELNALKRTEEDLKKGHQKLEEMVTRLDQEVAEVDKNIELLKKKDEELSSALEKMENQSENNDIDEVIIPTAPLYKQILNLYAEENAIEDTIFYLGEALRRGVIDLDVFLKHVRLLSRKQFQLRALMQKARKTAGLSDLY
#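 Fluorescence polarization binding of Tsg101 binding domain (10 uM final) to FITC-labeled PTAP peptide (50 nM final) in HEPES pH 7.5 buffer with NaCl, Tween 20, EDTA, TCEP. Compounds added before peptide; binding 20 min at RT.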
# TSHR antagonist: antagonists of human thyroid stimulating hormone receptor; P16473; TSHR-expressing cells, TSH-stimulated cAMP HTRF, 2 h; hits give low values; activity change, negative = inhibition, % at 11.5 µM; hit rate 0.2% among 330,000; AID 504810;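 active means activity change below a set negative limit, meaning inhibition stronger than a set level, cut at about -70% in these data; inconclusive means activity change between two set negative limits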; further: on the % scale 0 is the no-effect control and ±100 the full control effect
#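 TSHR-expressing cells were treated with compounds, then stimulated with TSH at EC80 (4nM final) for 2 hours at 37 deg C. Cellular cAMP was measured by HTRF competition between lysate cAMP and cAMP-d2 for a cryptate-labelled anti-cAMP antibody.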
# * hit, by the source's call; u = inconclusive; x = not tested or not shown; & = joins results of further samples; [ ] = another dose, or the depositor's remark. Unless noted, the call rests on the fitted dose curve; in most records, active means well fitted curve in the direction sought with a large enough effect; inconclusive means small, poorly fitted or top-dose-only effect, or another doubt; inactive means no such curve, though single readings can be large; an effect the other way counts as inactive or inconclusive.
SMILES,TCR activator,S-ASM inh,Eya2 inh,Integrin act MD,Tb PFK inh,A-T KAP1 phos,Mito fusion act,Chronic BCR inh,ELG1 DNA repair,PTAP TSG101 blk,TSHR antagonist
COc1ccc(NC(=O)c2ccc(S(=O)(=O)N3CC(C)CC(C)C3)cc2)cc1S(N)(=O)=O (stereo not given),x,8%,-6%,-18%,2%,4%,2%,2%,1%,-2%,-1
CCCCN1C(=O)CN(CCc2ccccc2)C(=O)C1c1ccc(OC)cc1 (stereo not given),-6%,-2%,1%,13%,-1%,0%,0%,-14%,-1%,-6%,4
COc1ccc(NC(=O)CSc2nc(-c3ccco3)nc3cc(=O)[nH]n23)cc1Cl,3%,-1%,4%,16%,1%,-3%,0%,-1%,-1%,-3%,-13
CCOC(=O)c1nn(-c2cccc(C)c2)c2nc(-c3ccccc3)c(C#N)c(=O)n12,-1%,128%,27%,-1%,3%,-7%,7%,2%,-15%,0%,37
Cc1ccc(NC(=S)N2CCN(c3ncccn3)CC2)cc1C,3%[46.1 µM],0%,6%,2%,-7%,8%,-6%,0%,-3%,-1%,-7
Cn1c(=O)c2cc(S(=O)(=O)Nc3ccc4c(c3)OCO4)ccc2n(C)c1=O,0%,-1%,-6%,-2%,4%,-1%,3%,u,u,-9%,-6
Cc1ccc(NC(=O)Cn2nc(C(=O)O)c3ccccc3c2=O)cc1S(=O)(=O)N1CCCCC1,-5%,-16%,-9%,10%,-12%,26%,x,0%,-12%,1%,-4
N#CC1=C(N)Oc2cc(N)ccc2C1c1ccccc1Cl (stereo not given),3%,60%[activator],14%,-5%,0%,0%,8%,-6%,-27%,-6%,-3
CNC(=O)C(=O)Nc1ccc(C)cc1C,-7%,6%,u,-3%,-2%,-3%,3%,1%,16%,-5%,11
NC(=O)Cn1cc(C(=O)c2cccs2)c2ccccc21,-1%,-2%,-2%,-5%,-1%,3%,1%,-24%,u,-3%,6
Cn1c(=O)c2c(nc(N3CCOCC3)n2CC(=O)C23CC4CC(CC(C4)C2)C3)n(C)c1=O,-4%,1%,15%,-16%,-3%,6%,7%,-29%,u,-4%,-5
Cc1[nH]c(=O)[nH]c(=O)c1S(=O)(=O)N1c2ccc(F)cc2CCC1C (stereo not given),-6%,2%,9%,1%,-5%,x,-4%,u,19%,-3%,7
CC(NC(=O)c1cccc(S(=O)(=O)N2CCN(Cc3ccccc3)CC2)c1)c1ccc(Br)cc1 (stereo not given),-4%,-1%,7%,-38%,1%,8%,3%,5%,u,-1%,0
CN1CCN(CCOc2ccc(Cc3ccccc3)cc2)CC1,-1%,-2%,-16%,-41%,-27%,1%,-6%,1%,8%,1%,15
CC(=O)c1cccc(-c2csc(N3CCC(C(N)=O)CC3)n2)c1,-5%,-2%,-23%&-26%,x,-17%&4%,-1%&8%,10%,u,u,1%,10&-11
CC(C)=CC1C(C(=O)Nc2ccc(Br)cn2)C1(C)C (stereo not given),-4%,-5%,-20%,-1%,1%,9%,23%,3%,-23%,-1%,-32
C#CCCCCCCCCC(=O)NCCCC,-3%,5%,-1%,-13%,-7%,6%,5%,u,5%,1%,-3
CCC(C)NC(=O)C(=O)NC1CCCC1 (stereo not given),-2%[46.1 µM],3%,-7%,17%,2%,6%,-8%,0%,u,-6%,11
O=C(c1ccc2nc(-c3ccco3)c(-c3ccco3)nc2c1)N1CCN(c2ncccn2)CC1,3%,332%[activator],-15%,29%,-17%,11%,1%,u,u,-7%,-15
Cc1c(NS(=O)(=O)c2cc(C(=O)NCC3CCCO3)cc(Cl)c2Cl)c(=O)n(-c2ccccc2)n1C (stereo not given),5%,4%,16%,14%,-8%,5%,0%,17%,u,0%,2
CC1C/C(=C/c2cccn2C)C(=O)/C(=C/c2cccn2C)C1 (stereo not given),1%,-26%,26%,-32%,-4%,-1%,u,u,u,u,5
COc1cc2cc(CCCOC(=O)c3ccc(Br)cc3)oc(=O)c2cc1OC,-1%,-4%,-21%,-38%,1%,-2%,1%,6%,0%,2%,-14
O=C1CCC(C(=O)OCC(=O)Nc2ccc(Cl)cc2C(F)(F)F)=NN1,0%,6%,-5%,2%,-24%,8%,x,3%,u,-12%,x
O=C(N[C@H](C(=O)O)c1ccccc1)C1CCC(Cn2nnc3ccccc3c2=O)CC1 (stereo not given in full),x,x,11%,x,2%,10%,-1%,0%,6%,x,9
Cc1ccc(NC(=O)c2nc(C)n(-c3ccc([N+](=O)[O-])cc3)n2)cc1,0%,-1%,-22%,-9%,-1%,7%,6%,-1%,5%,-8%,1

# Quoted at random: 6 compounds from above.
SMILES,TCR activator,S-ASM inh,Eya2 inh,Integrin act MD,Tb PFK inh,A-T KAP1 phos,Mito fusion act,Chronic BCR inh,ELG1 DNA repair,PTAP TSG101 blk,TSHR antagonist
CCCCN1C(=O)CN(CCc2ccccc2)C(=O)C1c1ccc(OC)cc1 (stereo not given),-6%,-2%,1%,13%,-1%,0%,0%,-14%,-1%,-6%,4
CC(NC(=O)c1cccc(S(=O)(=O)N2CCN(Cc3ccccc3)CC2)c1)c1ccc(Br)cc1 (stereo not given),-4%,-1%,7%,-38%,1%,8%,3%,5%,u,-1%,0
CCC(C)NC(=O)C(=O)NC1CCCC1 (stereo not given),-2%[46.1 µM],3%,-7%,17%,2%,6%,-8%,0%,u,-6%,11
O=C(c1ccc2nc(-c3ccco3)c(-c3ccco3)nc2c1)N1CCN(c2ncccn2)CC1,3%,332%[activator],-15%,29%,-17%,11%,1%,u,u,-7%,-15
Cc1ccc(NC(=O)Cn2nc(C(=O)O)c3ccccc3c2=O)cc1S(=O)(=O)N1CCCCC1,-5%,-16%,-9%,10%,-12%,26%,x,0%,-12%,1%,-4
CCOC(=O)c1nn(-c2cccc(C)c2)c2nc(-c3ccccc3)c(C#N)c(=O)n12,-1%,128%,27%,-1%,3%,-7%,7%,2%,-15%,0%,37

# (more compounds)
SMILES,TCR activator,S-ASM inh,Eya2 inh,Integrin act MD,Tb PFK inh,A-T KAP1 phos,Mito fusion act,Chronic BCR inh,ELG1 DNA repair,PTAP TSG101 blk,TSHR antagonist
COc1cccc(N2CC(NC(=O)C(=O)c3c[nH]c4ccccc34)CC2=O)c1 (stereo not given),-5%,-5%,12%,-4%,6%,7%,-8%,-25%,2%,0%,-16
COc1ccccc1/C=C/C(=O)NCC(=O)N/N=C/c1cc(Br)ccc1OC,0%,10%,-5%,-45%[inhibitor],5%,-1%,-3%,u,u,-4%,-8
COc1cccc(C2c3[nH]c4ccccc4c3C[C@H]3C(=O)N(C)CC(=O)N23)c1 (stereo not given in full),-3%,-2%,-4%,105%,-1%,1%,-7%,-12%,-3%,-5%,11
COc1ccc2c(Cl)c(C(=O)NN3CCN(C)CC3)sc2c1,-8%,-2%,8%,-16%,0%,7%,0%,-5%,-9%,0%,6
CCN(CC)CCN1C(=O)c2ccccc2NC1c1ccccc1F (stereo not given),4%[46.1 µM],133%[activator],3%,22%,4%,10%,-1%,0%,6%,-10%,5
CCN(CC(=O)NC1CCS(=O)(=O)C1)S(=O)(=O)c1c(C)c(C)cc(C)c1C (stereo not given),7%,-3%,-14%,10%,-2%,0%,0%,5%,-13%,-5%,2
Cc1cc(C)nc(SCc2cc(=O)c(OC(=O)c3cccc([N+](=O)[O-])c3)co2)n1,2%[46.1 µM],3%,5%,-1%,10%,-1%,4%,-5%,-20%,-3%,-18
O=C(O)C1(O)C[C@H](O)C(O)[C@@H](O)C1 (stereo not given in full),-4%,10%,9%,x,-3%,-3%,2%,1%,30%,2%,-5
O=C(Nc1ccccc1)Nc1ccccc1NS(=O)(=O)c1cccs1,-2%[46.1 µM],-3%,8%,20%,0%,12%,17%,u,4%,0%,1
